RPL19A TOR yeast: alters RPL19A-GFP fluorescence in TOR pathway yeast screen; S. cerevisiae RPL19A-GFP strain, flow cytometry, 3 h; hits give low values; 0.3% of 330,000 active; percent response vs DMSO, % at 10 µM;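 active means percent response vs DMSO below 50%; inconclusive means fewer than 70 events counted for the yeast strain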;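 further: median channel GFP fluorescence of the barcoded RPL19A-GFP strain; ratio of sample median GFP to plate DMSO average so 100% = DMSO; lower means less RPL19A-GFP as with rapamycin TOR inhibition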
CR mimetic SO: lowers age-related superoxide in aged yeast cells | 0.18% of 330,000 active | AID 2690 | S. cerevisiae aged cells, superoxide DHE fluorescence; hits give low values | superoxide response (% of plate mean), % at 10 µM;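 active means superoxide response under a set limit, about three screen SD below normal, cut at about 65% in these data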;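 further: yeast aged for seven days with compound at 30 °C before DHE staining; 100% = average MFI of all compound-treated wells on the plate with controls excluded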
proCasp3 act: activators of human procaspase-3; P42574; recombinant procaspase-3 D3A, Ac-DEVD-pNA absorbance 405 nm; activation, % at 8.5 µM; 0.11% of 330,000 active; AID 463141;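 active means activation above the mean of all tested compounds plus 3 SD, cut at about 21% in these data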;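 further: 0% = DMSO alone and 100% = DMSO wells spiked with extra 5 µM PC-3 D3A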
Target sequence (P42574 whole entry D9A/D28A/D175A): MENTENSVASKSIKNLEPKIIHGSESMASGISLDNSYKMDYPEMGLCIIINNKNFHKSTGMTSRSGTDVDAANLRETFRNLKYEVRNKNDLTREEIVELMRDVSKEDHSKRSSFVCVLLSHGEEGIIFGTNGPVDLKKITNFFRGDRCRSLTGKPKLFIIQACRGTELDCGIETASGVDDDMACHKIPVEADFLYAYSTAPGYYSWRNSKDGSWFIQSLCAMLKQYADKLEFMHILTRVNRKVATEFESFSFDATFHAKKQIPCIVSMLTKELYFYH
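material = Procaspase-3 D3A mutant | probe or stimulus = Ac-DEVD-pNA | compound = single dose, 8.5 µM nominal compound, 0.8% DMSO | timing = 1 h preincubation, 2 h reaction | measured by = 405 nm absorbance of p-nitroaniline, reads at 0 and 120 min | benchmarks = DMSO-only low control, 5 µM PC-3 D3A high control | repeats = singlicate, each compound tested once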
LAP4-GFP MLPCN: yeast TOR pathway LAP4-GFP modulation. S. cerevisiae LAP4-GFP multiplex, flow cytometry GFP, 3 h; median GFP as percent of DMSO wells. GFP response vs DMSO, % at 10 µM. 0.34% of 320,000 active. AID 2023;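 active means GFP response vs DMSO above a set limit, about the screen mean plus 3 SD, cut at about 150% in these data; inconclusive means under 70 cell events counted for the yeast strain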
procasp7 counter: counter-screen: procaspase-7 (human) activation. P55210. recombinant procaspase-7, Ac-DEVD-pNA absorbance 405 nm; D23A/D198A/D206A triple mutant, cannot self-cleave; scale: DMSO 0, 5 µM enzyme 100. activation, % at 8.5 µM. 0.093% of 330,000 active. AID 463210;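 active means percent activation above the screen-wide mean plus 3 SD, cut at about 25% in these data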
Target sequence (P55210 whole entry D23A/D198A/D206A): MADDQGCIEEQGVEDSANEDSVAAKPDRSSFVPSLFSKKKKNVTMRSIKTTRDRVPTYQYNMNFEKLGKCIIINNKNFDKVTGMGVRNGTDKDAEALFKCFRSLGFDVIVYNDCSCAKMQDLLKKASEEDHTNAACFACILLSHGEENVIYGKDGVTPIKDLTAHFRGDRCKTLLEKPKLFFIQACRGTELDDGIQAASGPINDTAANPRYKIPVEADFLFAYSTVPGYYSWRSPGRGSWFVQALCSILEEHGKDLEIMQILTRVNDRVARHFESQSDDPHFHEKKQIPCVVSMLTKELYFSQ
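System: Procaspase-7 triple mutant (PC-7 D3A); measure: % activation from two-timepoint absorbance difference, scaled to controls; times: 1 h compound preincubation, 2 h substrate cleavage, 25 °C; also added: Ac-DEVD-pNA substrate, 400 µM as added; measured by: Epi-absorbance of released pNA at 405 nm, two timepoints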
GASC-1 inh: blocks human GASC-1 demethylase activity. GST-JMJD2C(1-420) H3K9me3 demethylation, DELFIA europium. inhibition, % at 2.35 µM. AID 2099. Q9H3R0. 0.069% of 330,000 active;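 active means more than half of a compound's replicate wells show inhibition beyond 50%, single wells judged on their own value; inconclusive means some, but no more than half, of replicates pass 50% inhibition; inactive means no replicate passes 50% inhibition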;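 further: signal counts dimethyl H3K9 product captured on neutravidin plate; 0% = median of DMSO wells and 100% = 0.3 times that DMSO median; strong numbers were not always called active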
Target sequence (Q9H3R0 1-420 limits assumed): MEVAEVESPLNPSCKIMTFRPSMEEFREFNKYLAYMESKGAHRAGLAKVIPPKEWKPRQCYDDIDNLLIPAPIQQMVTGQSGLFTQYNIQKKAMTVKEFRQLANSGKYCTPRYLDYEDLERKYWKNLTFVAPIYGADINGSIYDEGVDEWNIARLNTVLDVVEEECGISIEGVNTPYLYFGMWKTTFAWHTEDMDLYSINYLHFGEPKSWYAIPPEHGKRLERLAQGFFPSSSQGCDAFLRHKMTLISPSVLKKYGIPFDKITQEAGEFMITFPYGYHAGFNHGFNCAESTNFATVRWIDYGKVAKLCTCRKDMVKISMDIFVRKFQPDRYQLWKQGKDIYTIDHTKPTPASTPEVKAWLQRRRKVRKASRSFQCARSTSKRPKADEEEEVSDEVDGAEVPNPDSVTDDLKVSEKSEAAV
MEP2-GFP yeast: yeast TOR pathway MEP2-GFP modulation | S. cerevisiae MEP2-GFP strain, flow cytometry GFP, 3 h; 100% = DMSO control level | GFP response vs DMSO, % at 10 µM | AID 2016 | 0.51% of 330,000 active;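 active means GFP response versus DMSO above a set limit, roughly screen mean plus 3 SD, cut at about 180% in these data; inconclusive means fewer than 70 cells counted for a yeast strain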;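 further: median GFP fluorescence of the barcode-gated MEP2-GFP cells per well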
AHR activator: human AHR activation | P35869 | AHR-responsive luciferase reporter cells, luminescence | activation, % at 5 µM | 2.5% of 320,000 active; in the data active means activation above about 47%;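 further: 0% = vehicle wells and 100% = reference agonist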
An asterisk follows results filed as active; i = inactive; u = inconclusive; x = not tested or not shown.

no.	SMILES	RPL19A TOR yeast	CR mimetic SO	proCasp3 act	LAP4-GFP MLPCN
1	COc1ccc(CCC(C)NC(=O)CCc2ccccc2)c(OC)c1 (stereo unspecified)	97	97	11	100
2	Cc1ccccc1N(C(=O)CNC(=O)c1ccco1)C(C(=O)NC1CCCC1)c1ccncc1 (stereo unspecified)	101	100	-2	90
3	CC1(C)NC(=O)N(CCOCCOc2c(Cl)cc(Cl)cc2Cl)C1=O	100	94	5	101
4	CCN(C(=O)Cn1cnc2c1c(=O)n(C)c(=O)n2C)C1CCS(=O)(=O)C1 (stereo unspecified)	102	119	0	107
5	CN(C)C(=S)Nn1c(-c2ccccc2)nc2ccccc2c1=O	102	97	-2	91
6	CCOC(=O)c1cc(-c2ccc(OC(F)F)cc2)nc2c1c(=O)[nH]c(=O)n2C	105	81	1	100
7	COc1ccc(C(CC(=O)Nc2nccs2)n2cccc2)cc1 (stereo unspecified)	93	79	0	102
8	Cc1ccc(NC(=O)CCNS(=O)(=O)c2cccc3nsnc23)cc1	103	102	1	95

no.	procasp7 counter	GASC-1 inh	MEP2-GFP yeast	AHR activator
1	11	24	88	7
2	3	-19	105	4
3	10	-4	94	0
4	-1	-6	113	2
5	-6	0	97	-1
6	3	-7	103	61*
7	-3	0	135	8
8	3	-3	111	6

Later entries.
no.	SMILES	RPL19A TOR yeast	CR mimetic SO	proCasp3 act	LAP4-GFP MLPCN
9	Cc1cc(=O)oc2cc(OC(C)C(=O)Nc3nccs3)ccc12 (stereo unspecified)	83	106	5	145
10	CCn1c(SCC(=O)c2ccccc2)nnc1-c1cnccn1	98	93	10	93
11	Cc1sc(NC(=O)CN(Cc2ccc(F)cc2)C(=O)C(C)C)c(C(N)=O)c1C	100	99	3	108
12	O=c1[nH]c2ccccc2n1Cc1ccc(F)cc1	95	108	-1	93
13	Nc1nonc1-n1nnc(C(=O)N/N=C/c2cccnc2)c1CSC1=NCCS1	93	98	-10	106
14	CCCCn1c(N)c(N(CCC(C)C)C(=O)c2c(C)noc2C)c(=O)[nH]c1=O	94	103	1	93
15	COc1cccc(OCCNC(=O)c2cc([N+](=O)[O-])cc([N+](=O)[O-])c2)c1	109	113	-1	101
16	CCc1c(C)nc(SCC(=O)Nc2nc(-c3ccc(OC)cc3)cs2)[nH]c1=O	110	90	-5	110

no.	procasp7 counter	GASC-1 inh	MEP2-GFP yeast	AHR activator
9	-10	-4	153	6
10	-8	7	87	15
11	3	0	108	-1
12	-1	-30	98	0
13	1	-12	112	7
14	-4	-9	98	-2
15	4	2	96	5
16	2	3	107	6

In a second layout: results already given
cpd | canonical_smiles | RPL19A TOR yeast | CR mimetic SO | proCasp3 act | LAP4-GFP MLPCN | procasp7 counter | GASC-1 inh | MEP2-GFP yeast | AHR activator
10 | CCn1c(SCC(=O)c2ccccc2)nnc1-c1cnccn1 | 98 | 93 | 10 | 93 | -8 | 7 | 87 | 15
11 | Cc1sc(NC(=O)CN(Cc2ccc(F)cc2)C(=O)C(C)C)c(C(N)=O)c1C | 100 | 99 | 3 | 108 | 3 | 0 | 108 | -1
12 | O=c1[nH]c2ccccc2n1Cc1ccc(F)cc1 | 95 | 108 | -1 | 93 | -1 | -30 | 98 | 0
13 | Nc1nonc1-n1nnc(C(=O)N/N=C/c2cccnc2)c1CSC1=NCCS1 | 93 | 98 | -10 | 106 | 1 | -12 | 112 | 7
14 | CCCCn1c(N)c(N(CCC(C)C)C(=O)c2c(C)noc2C)c(=O)[nH]c1=O | 94 | 103 | 1 | 93 | -4 | -9 | 98 | -2
15 | COc1cccc(OCCNC(=O)c2cc([N+](=O)[O-])cc([N+](=O)[O-])c2)c1 | 109 | 113 | -1 | 101 | 4 | 2 | 96 | 5

(listing goes on)
no.	SMILES	RPL19A TOR yeast	CR mimetic SO	proCasp3 act	LAP4-GFP MLPCN
17	COc1ccc(-n2c(N)c(C(=O)NCC3CCCO3)c3nc4ccccc4nc32)c(OC)c1 (stereo unspecified)	95	96	7	98
18	Cc1ccc(N2CCN(/N=C/c3c(C)nn(-c4ccccc4)c3Cl)CC2)cc1	106	87	8	93
19	COCCn1c(SCC(=O)Nc2cc(C)on2)nnc1C(C)C	102	102	7	105
20	CC(=O)c1c(C(C)=O)c(C)n(-c2ccc(N)cc2)c1C	103	80	1	98
21	CC(Oc1ccc(Cl)cc1Cl)C(=O)Nc1ccc(OCC(=O)O)cc1 (stereo unspecified)	106	111	-4	104
22	Clc1ccccc1-c1nnc2sc(-c3cccs3)nn12	100	143	1	105
23	CN(C(=O)CSc1nnnn1-c1ccccc1)C1CCS(=O)(=O)C1 (stereo unspecified)	100	96	0	104
24	Cc1ccc([C@H]2C(C(=O)O)=CC[C@@H](c3ccc(Cl)c(Cl)c3)N2S(=O)(=O)c2ccc(C)cc2)cc1	101	82	1	105

no.	procasp7 counter	GASC-1 inh	MEP2-GFP yeast	AHR activator
17	3	24	98	0
18	-10	-3	98	-1
19	0	1	107	2
20	6	5	95	-2
21	-2	5	108	-2
22	-16	0	103	71*
23	5	-9	107	-1
24	-8	x	96	0

(next part)
no.	SMILES	RPL19A TOR yeast	CR mimetic SO	proCasp3 act	LAP4-GFP MLPCN
25	CC1=C(C(=O)Nc2cccc(C(=O)NCc3ccc(F)cc3)c2)SCCO1	100	131	4	103
26	O=C(Nc1cc(S(=O)(=O)N2CCCC2)ccc1OCC(F)(F)F)c1ccc(F)cc1	101	96	-1	88
27	CCOC(=O)c1c(NC(=O)CC2SC(N)=NC2=O)sc2c1CCCC2 (stereo unspecified)	97	100	1	97
28	C/C(=N/NC(=O)c1ccccn1)c1c[nH]c2ccccc12	95	106	0	112
29	COc1cccc(-n2c(CN3CCN(Cc4ccccc4)CC3)nc3ccc([N+](=O)[O-])cc3c2=O)c1	100	88	8	98
30	COc1ccc2c(c1)CCC(C)N2C(=O)C(=O)c1c[nH]c2ccccc12 (stereo unspecified)	100	108	-4	100
31	COc1ccc(CNC(=O)N[C@@H](CC(C)C)C(=O)O)cc1OC	101	104	2	102
32	COC(=O)C1=COC(C)C2CN3CCc4c([nH]c5ccccc45)C3CC12 (stereo unspecified)	97	106	9	102

no.	procasp7 counter	GASC-1 inh	MEP2-GFP yeast	AHR activator
25	4	4	103	5
26	1	-3	103	1
27	-1	-11	105	-1
28	6	-2	95	18
29	-6	2	102	25
30	-5	4	100	1
31	5	11	102	1
32	3	u	104	14

Remaining list, next part
no.	SMILES	RPL19A TOR yeast	CR mimetic SO	proCasp3 act	LAP4-GFP MLPCN
33	O=C(c1ccc(F)cc1)N1CCN(c2cc(N3CCCCC3)c(F)cc2[N+](=O)[O-])CC1	96	97	-3	107
34	CC(CN1C(C)CCCC1C)OC(=O)c1ccccc1Br (stereo unspecified)	116	98	3	105
35	Cc1ccc(-n2nc3c(n2)/C(=N/O)CC/C3=N\O)cc1	105	95	-1	100
36	C/C=C(\C)c1nnc(NC(=O)c2ccco2)s1	104	112	0	89
37	O=C(CN1C(=O)NC2(CCOc3ccccc32)C1=O)c1ccc[nH]1 (stereo unspecified)	93	85	6	109
38	c1cncc(-c2nnc(-c3cccs3)o2)c1	101	92	5	101
39	CC(=O)Nc1nc2ccccc2n1Cc1ccccc1Cl	94	101	-3	108
40	Cc1ccc(C2=CC(=O)C[C@H](c3ccc4c(c3)OCO4)C2)cc1	96	92	9	125

no.	procasp7 counter	GASC-1 inh	MEP2-GFP yeast	AHR activator
33	-18	4	97	-2
34	11	4	115	0
35	-11	3	101	25
36	11	-11	105	15
37	-8	34	96	5
38	10	3	106	2
39	4	-3	98	-3
40	4	0	96	40

The listing continues.
no.	SMILES	RPL19A TOR yeast	CR mimetic SO	proCasp3 act	LAP4-GFP MLPCN
41	Cc1cc(C)c(S(=O)(=O)N(CC(=O)O)CC(=O)O)c(C)c1	91	91	8	99
42	CC(C)C(NC(=O)C1CCCCC1)C(=O)Nc1ccc2c(c1)OCCO2 (stereo unspecified)	106	87	11	101
43	Cc1cccc(NC(=O)c2c(C)cc(=O)oc2C)n1	102	104	7	103
44	Cc1ccc(Cl)cc1NC(=S)NCCCSC1CCCCC1	120	97	0	110
45	Cc1nnc(SCC(=O)Nc2cccc(S(=O)(=O)N(C)c3ccccc3)c2)s1	100	105	-6	89
46	O=C(O)CCc1ccc(-c2ccccc2)n1NC(=O)c1ccco1	99	87	-5	95
47	Cn1c(=O)[nH]c(=O)c2c1nc(N1CCCCC1)n2CCCSc1nnnn1-c1ccccc1	107	92	-3	106
48	CCOc1ccc(S(=O)(=O)N2CCCC(C(=O)NCc3ccccn3)C2)cc1Cl (stereo unspecified)	100	98	-3	111

no.	procasp7 counter	GASC-1 inh	MEP2-GFP yeast	AHR activator
41	-4	45	96	2
42	6	1	103	2
43	-3	-12	112	2
44	6	i	117	-3
45	10	4	97	-5
46	-5	12	101	-1
47	-6	-3	97	0
48	14	4	103	0

Next results:
no.	SMILES	RPL19A TOR yeast	CR mimetic SO	proCasp3 act	LAP4-GFP MLPCN
49	C=CCn1c(=N)n(CC(=O)c2ccccc2)c2ccccc21	100	94	-9	91
50	COc1ccc(/C=C2\N=C(C(C)(C)C)OC2=O)c(OC)c1	97	83	4	97
51	CCOC(=O)C1=C(N)Oc2cc(C)[nH]c(=O)c2C1c1ccncc1 (stereo unspecified)	97	100	7	98
52	O=C(O)c1ccc(-n2nncc2-c2ccco2)cc1	u	101	-2	u
53	COc1cccc(/C=C2\SC(=S)N(NS(=O)(=O)c3ccccc3)C2=O)c1OC	81	100	-5	x
54	CCOC(=O)NC(=O)CN1C(=O)NC2(CCc3ccccc32)C1=O (stereo unspecified)	94	107	-3	93
55	CCCC(=O)Nc1ccc(OCC(=O)OC)cc1	106	83	-6	96
56	CCOC(=O)c1sc(NC(=O)c2cc(-c3ccccc3C)nc3ccccc23)c(C#N)c1C	102	98	-10	106

no.	procasp7 counter	GASC-1 inh	MEP2-GFP yeast	AHR activator
49	-1	2	106	102*
50	1	-4	94	-1
51	5	-5	102	1
52	-1	-23	u	-3
53	5	1	84	3
54	-5	-7	94	0
55	5	-6	98	2
56	-15	-1	111	17

(continued)
no.	SMILES	RPL19A TOR yeast	CR mimetic SO	proCasp3 act	LAP4-GFP MLPCN
57	CC(C)CCNC(=O)c1onc(CSc2ccc(F)cc2)c1C(=O)NCCC(C)C	101	92	-5	120
58	O=C(O)c1ccc(N2C(=O)/C(=C/c3ccc(-c4ccc([N+](=O)[O-])cc4)o3)C=C2c2ccccc2)cc1	105	116	-8	99
59	COc1ccc(OC)c(/C=N/NC(=O)c2cnccn2)c1	99	100	-10	105
60	COc1ccccc1NC(=O)CSc1nc2ccccc2nc1N1CC(C)OC(C)C1 (stereo unspecified)	102	98	3	104
61	CCc1ccc(/C=C2\Oc3cc(OS(C)(=O)=O)ccc3C2=O)cc1	106	88	-5	90
62	O=C(/C=C/c1ccc([N+](=O)[O-])cc1)NCc1ccc2c(c1)OCO2	96	94	-3	131
63	Cc1ccc(NC(=S)NC(NC(=O)C(C)(C)C)C(Cl)(Cl)Cl)c(C)c1 (stereo unspecified)	107	96	14	100

no.	procasp7 counter	GASC-1 inh	MEP2-GFP yeast	AHR activator
57	-6	4	90	-1
58	3	15	114	-1
59	5	4	101	17
60	5	10	100	16
61	-14	-6	96	-1
62	7	8	113	1
63	3	25	106	4
